Screening results from PubChem.
MrgX1 agonist – activates human MrgX1 receptor signaling | B-score at 10 µM | MrgX1-HEK293 cells, Fluo-4 calcium fluorescence, agonist mode; hits give high values | hit rate 0.44% among 310,000;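 active means calcium response B-score plate-corrected fluorescence ratio at least 3 library SD, with starting fluorescence B-score inside 5 SD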
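System – MrgX1-expressing HEK293 cells · Incubation – cells plated overnight, dye loaded 0.5 h 37 °C, 0.5 h room temperature · Technique – kinetic Fluo-4 NW fluorescence of intracellular calcium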
hERG protect – shields human hERG channel from block by proarrhythmic agents | Q12809 | CHO-hERG, FluxOR thallium flux, dofetilide IC70 present | activation (rescue from dofetilide block), less the hit threshold, % at 10 µM | hit rate 0.51% among 310,000 | AID 1511;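 active means activation above the mean of controls blocked by dofetilide plus 5 SD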;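 further: thallium influx through hERG after potassium depolarization seen as dye fluorescence rise; in these data hits start at about 4.7%; inactives centre near -7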
KCNQ1 inh – blocks the human KCNQ1 potassium channel; P51787; CHO-K1 KCNQ1, FluxOR thallium flux fluorescence; hits give high values; B-score at 10 µM; hit rate 1.3% among 310,000; AID 2642;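 active means compounds whose thallium flux B-score, printed positive for inhibition, exceeds three library SD while starting fluorescence stays within three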;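 further: channel opened by potassium depolarization with thallium stimulus after 20 min compound exposure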
Target sequence (P51787 whole entry, looked up): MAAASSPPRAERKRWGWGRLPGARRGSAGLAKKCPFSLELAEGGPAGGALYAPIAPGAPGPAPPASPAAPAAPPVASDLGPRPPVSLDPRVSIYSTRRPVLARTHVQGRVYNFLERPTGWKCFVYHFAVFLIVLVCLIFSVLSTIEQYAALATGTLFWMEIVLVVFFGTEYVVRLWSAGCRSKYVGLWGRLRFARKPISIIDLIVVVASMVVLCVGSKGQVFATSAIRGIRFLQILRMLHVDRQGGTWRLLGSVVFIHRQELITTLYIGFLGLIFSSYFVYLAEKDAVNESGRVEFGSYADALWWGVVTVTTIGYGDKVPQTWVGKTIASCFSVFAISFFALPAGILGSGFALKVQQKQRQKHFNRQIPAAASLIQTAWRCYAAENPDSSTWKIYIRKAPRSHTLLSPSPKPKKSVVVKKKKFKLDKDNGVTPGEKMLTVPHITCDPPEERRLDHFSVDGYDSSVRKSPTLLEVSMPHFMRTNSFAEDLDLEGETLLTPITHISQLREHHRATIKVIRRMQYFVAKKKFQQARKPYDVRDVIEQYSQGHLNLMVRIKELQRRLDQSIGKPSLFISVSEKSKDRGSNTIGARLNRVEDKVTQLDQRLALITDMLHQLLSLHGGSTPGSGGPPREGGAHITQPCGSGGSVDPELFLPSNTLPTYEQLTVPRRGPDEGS
KCNK3 block – human KCNK3 channel inhibition, primary screen | O14649 | CHO-KCNK3 thallium flux, FluxOR fluorescence; hits give low values | B-score at 10 µM | hit rate 0.84% among 340,000 | AID 602410;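 active means B-score under library mean minus 4 SD, starting fluorescence ratio at most library mean plus 5 SD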;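 further: more negative B-score means stronger inhibition of thallium flux through KCNK3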
Target sequence (O14649 whole entry, looked up): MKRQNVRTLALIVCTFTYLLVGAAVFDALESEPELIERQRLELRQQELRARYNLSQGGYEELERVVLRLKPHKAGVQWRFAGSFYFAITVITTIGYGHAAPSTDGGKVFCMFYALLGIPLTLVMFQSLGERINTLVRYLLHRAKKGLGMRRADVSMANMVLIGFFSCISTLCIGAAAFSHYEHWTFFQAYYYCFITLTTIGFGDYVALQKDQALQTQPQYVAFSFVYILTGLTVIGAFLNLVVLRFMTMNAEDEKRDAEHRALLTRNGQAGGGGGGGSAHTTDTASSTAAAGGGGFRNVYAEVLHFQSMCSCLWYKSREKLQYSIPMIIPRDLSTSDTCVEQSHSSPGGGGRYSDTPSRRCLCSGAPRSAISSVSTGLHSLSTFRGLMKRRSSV
KCNQ1 pot – potentiates or activates the human KCNQ1 potassium channel; B-score at 10 µM; hit rate 0.35% among 310,000; CHO-K1 KCNQ1, thallium flux FluxOR fluorescence; hits give high values;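 active means fluorescence ratio B-score, a plate-corrected score, at least three library SD, with initial intensity B-score within 5 SD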
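assay system = KCNQ1-transfected CHO-K1 cells | medium = assay buffer with matched DMSO | probe or stimulus = depolarizing K+/Tl+ stimulus, K2SO4 and Tl2SO4 each 12.5 mM in 5x stock | dosing = single dose | incubation = dye 90 min, compound 20 min, room temperature | detection = kinetic FluxOR fluorescence, 10 s baseline plus 110 s post-stimulus | evaluation = ratio B score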
RGS4 pot – potentiators or activators of RGS4 | HEK293 M3R/inducible RGS4, carbachol calcium flux Fluo4; hits give low values | B-score at 10 µM | hit rate 0.92% among 310,000;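 active means B-score of the integrated calcium signal more than 4 SD below the library mean, with starting fluorescence not abnormally high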;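 further: negative B-score means reduced calcium response which marks RGS4 activation or potentiation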
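Assay system: Inducible-RGS4 HEK293 cells carrying M3 receptor | Schedule: Compound preincubation 20 min at room temperature before agonist | Signal: Kinetic calcium fluorescence imaging with Fluo4-AM dye, 2 µM | Read-out basis: B score from integrated fluorescence ratio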
KCNK9 block – blocks the human KCNK9 two-pore domain potassium channel. HEK293 KCNK9, FluxOR thallium flux fluorescence; hits give low values. B-score at 10 µM. hit rate 1.2% among 310,000. AID 488922;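 active means ratio B-score over 3 SD below the library mean, with starting fluorescence within 5 SD of its mean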;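 further: negative B-score means less thallium flux so channel inhibition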
TMEM16A inh – mouse TMEM16A channel inhibition, primary screen; Q8BHY3; HEK293 TMEM16A/YFP iodide influx fluorescence, ionomycin; normalized B-score (activity score, 25-100; higher = stronger inhibition) at 10 µM; hit rate 1.2% among 310,000; AID 588511;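 active means ratio plate-corrected score three or more library SD toward inhibition, starting fluorescence score within five deviations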;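 further: score derived from kinetic fluorescence span divided by baseline fluorescence per well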
TMEM16A act – activators or potentiators of mouse TMEM16A chloride channel | hit rate 0.3% among 340,000 | B-score at 10 µM | HEK293 TMEM16A/YFP-H148Q/I152L, iodide quench fluorescence; hits give low values | Q8BHY3 | AID 623877;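 active means fluorescence-ratio B-score plate-corrected deviation score at least 3 library SD below zero, with starting fluorescence score within 5 deviations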;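 further: channel opened by trigger with iodide after compound preincubation; score built on the fluorescence ratio of max minus min over baseline; more negative score means more quench and so TMEM16A activation or potentiation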
RGS4 block – inhibitors of human RGS4; P49798; B-score at 10 µM; HEK293 M3R/RGS4 inducible, Fluo-4 calcium flux; hits give high values; triggered by carbachol at its EC20; hit rate 0.45% among 310,000;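 active means B-score, a plate-corrected calcium signal, over three deviations above library mean, with baseline fluorescence within five deviations of library mean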;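 further: RGS4 expression induced by doxycycline in cells with stable M3 receptor; B-score is computed from the integrated fluorescence ratio over baseline after carbachol; higher B-score means a larger calcium signal and so more RGS4 inhibition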
MrgX1 PAM – allosterically activates human MrgX1 receptor signaling. Q96LB2. MrgX1-HEK293, Fluo-4 calcium flux, FDSS; hits give high values. B-score at 10 µM. hit rate 0.63% among 310,000. AID 588675;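 active means plate-corrected calcium response at least 3 library SD above typical, normal starting fluorescence, not activating the receptor alone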;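 further: compound read alongside a low EC10 to EC30 dose of BAM8-22 agonist; peak minus trough fluorescence over baseline measured at the second addition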
* marks the source's active call; other numbers are inactive results; i = inactive; . = no result given.

SMILES	MrgX1 agonist	hERG protect	KCNQ1 inh	KCNK3 block	KCNQ1 pot	RGS4 pot	KCNK9 block	TMEM16A inh	TMEM16A act	RGS4 block	MrgX1 PAM
Cc1c(C(=O)N2CC(C)OC(C)C2)sc2nc(-c3ccccc3)cn12 (stereo not drawn)	i	-14	i	.	i	i	i	i	.	i	i
CCC(=O)Nc1ccc(C(=O)NCc2ccccn2)cc1	i	-8	i	i	i	i	i	i	i	i	i
CC(C)OCCCNc1nc2c(-c3ccccc3)nnn2c2ccccc12	i	-2	i	.	i	i	i	i	.	i	i
COc1ccccc1CNC(=O)C(=O)NCC1OCCCN1S(=O)(=O)c1ccc(F)cc1C (stereo not drawn)	i	-10	i	i	i	i	i	i	i	i	i
COc1ccc(S(=O)(=O)N(c2onc(C)c2Cl)S(=O)(=O)c2ccc(OC)c(OC)c2)cc1OC	i	-1	i	i	i	i	i	i	i	i	i
CC(=O)C1=C(C)NC(=S)NC1c1cc([N+](=O)[O-])ccc1O (stereo not drawn)	i	-13	i	i	i	i	i	i	i	i	i
O=C(Cc1c[nH]c2ccccc12)N1CCN(c2ccccc2)CC1	i	-17	i	i	i	i	i	i	i	i	i
O=C(CNC(=O)c1ccc2c(c1)OCCO2)N/N=C/c1ccc(Cl)cc1	i	-5	i	i	i	i	i	i	i	i	i
CCCN1Cc2cccc(C(=O)NC(CC(=O)OCC)c3ccc(OC(C)C)cc3)c2C1=O (stereo not drawn)	i	-9	i	i	i	i	i	i	i	i	i
O=C(Cc1ccsc1)NCC(c1ccco1)N1CCCCC1 (stereo not drawn)	i	0	i	i	i	i	i	i	i	i	i
CC(NC(=O)Cn1nc(-c2ccccc2)c2ccccc2c1=O)c1ccccc1 (stereo not drawn)	i	-5	i	i	i	i	i	i	i	i	i
COc1ccc(-n2cnnc2)cc1	i	-5	i	i	i	i	i	i	i	i	i
Cn1c(NCc2cccnc2)nc2c1c(=O)n(Cc1ccccc1F)c(=O)n2C	i	-9	i	i	i	i	i	i	i	i	i
Cc1cc(C)cc(-n2ncc3c2CCCC3NC(=O)c2cc(C)oc2C)c1 (stereo not drawn)	i	-10	i	i	i	i	i	i	i	i	i
Cc1cc(C(=O)COc2ccc(-c3nnco3)cc2)c(C)n1Cc1ccccc1	i	-16	i	i	i	i	i	100*	i	i	i
CCc1ccc(-c2cc(C)no2)cc1S(=O)(=O)N1CCN(c2cc(C)ccc2C)CC1	i	-8	i	i	i	i	i	i	i	i	i
c1ccc(Cn2nnnc2C(c2cccs2)N2CCSCC2)cc1 (stereo not drawn)	i	-2	i	i	i	i	i	i	i	i	i
Cc1cc([N+](=O)[O-])ccc1NC(=O)CCC(=O)N1CCCCCC1	i	-4	i	i	i	i	i	i	i	i	i
COc1ccc(/C=N\N=C2/SC(CC(=O)O)C(=O)N2c2ccc(O)cc2)cc1OC (stereo not drawn)	i	-7	i	i	i	i	i	i	i	i	i
CCc1ccc2c(c1)C(c1ccc([N+](=O)[O-])cc1)=NNC(c1ccc(Br)cc1)=N2	i	-6	i	i	i	i	i	i	i	i	i
CC1=N/C(=C\c2ccc([N+](=O)[O-])cc2)C(=O)N1c1ccc(Cl)cc1	i	1	i	i	i	i	i	i	i	i	i
COC(=O)CSc1nnc(C)c(=O)[nH]1	i	-4	i	i	i	i	i	i	i	i	i
Cc1ccc(NC(=O)COC(=O)c2cccc(N3C(=O)c4ccccc4C3=O)c2)cc1	i	-10	i	i	i	i	i	i	i	i	i
Cc1ccc(C(=O)N2CC(=O)Nc3ccc(F)cc3C2c2ccc(F)cc2)cc1 (stereo not drawn)	i	-9	i	i	i	i	i	i	i	i	i
O=C(Nc1nccs1)C1CCN(S(=O)(=O)c2ccc3c(c2)OCCCO3)CC1	i	0	i	i	i	i	i	i	i	i	i
SMILES	MrgX1 agonist	hERG protect	KCNQ1 inh	KCNK3 block	KCNQ1 pot	RGS4 pot	KCNK9 block	TMEM16A inh	TMEM16A act	RGS4 block	MrgX1 PAM
CN1CCN(C(=O)C2=C[C@H](c3coc4ccccc4c3=O)C[C@H](OCc3ccc(CO)cc3)O2)CC1	i	-8	i	i	i	i	i	i	i	i	i
COc1ccc(C(=O)Nn2c(C)nc3ccccc3c2=O)cc1[N+](=O)[O-]	i	-6	i	i	i	i	i	i	i	i	i
Cc1oc2cc(O)ccc2c(=O)c1N1C(=O)c2ccccc2C1=O	i	1	i	i	i	i	i	i	i	i	i
O=C(CSc1n[nH]c(-c2cccs2)n1)NCCc1ccccc1	i	-9	i	i	i	i	i	i	i	i	i
Cc1ccc(C(=O)NC2CCN(C(=O)Nc3ccc(F)cc3)CC2)cc1	i	-5	i	i	i	i	i	i	i	i	i
O=C(Nc1cccnc1N1CCOCC1)c1cccs1	i	-2	i	i	i	i	i	i	i	i	i
CCOC(=O)C1(CC2CC2)CCN(Cc2cnc(N(C)C)s2)CC1	i	-9	i	i	i	i	i	i	i	i	i
CC(=O)c1ccc(NCC2COc3ccccc3O2)c([N+](=O)[O-])c1 (stereo not drawn)	i	-6	i	i	i	i	i	i	i	i	i
COc1cccc(OC)c1C(=O)NC(=S)N1CCN(c2ccc(C(F)(F)F)cc2[N+](=O)[O-])CC1	i	11*	i	i	i	i	i	i	i	i	i
Cc1cccc(-n2c(CNC(=O)Cc3ccccc3)n[nH]c2=S)c1	i	-18	i	i	i	i	i	i	i	i	i
CCOc1ccc(-c2[nH]ncc2Oc2ccccc2OCC)c(O)c1	i	-8	i	i	i	i	i	i	i	i	6.7*
COc1cccc2sc(N3CCN(C(=O)c4ccco4)CC3)nc12	i	-18	i	i	i	i	i	i	i	i	i
Cc1ccccc1Cn1nc(C)c(NC(=O)c2cc(-c3cccs3)on2)c1C	i	-9	i	i	i	i	i	i	i	i	i
CCOC(=O)/C(C#N)=N/Nc1c(C)n(C)n(-c2ccccc2)c1=O	i	-3	i	i	i	i	i	i	i	i	i
CCOC(=O)c1cc(C#N)c(N2CCN(C(=O)c3ccccc3)CC2)nc1C(F)(F)F	i	-3	i	i	i	i	i	i	i	i	i
Cn1nc(C(F)(F)F)c2cc(C(=O)Nc3ccc(C(F)(F)F)cc3)sc21	i	-1	i	i	i	i	i	i	i	i	i
COCCCNC(=O)C(=O)NCC(c1ccco1)N1CCN(c2ccc(OC)cc2)CC1 (stereo not drawn)	i	-1	i	i	i	i	i	i	i	i	i
O=C(c1ccc(COc2ccc(Cl)cc2)o1)N1N=C(C(F)F)CC1(O)C(F)F (stereo not drawn)	i	-5	i	i	i	i	i	i	i	i	i
CCOc1ccc(C2C(C(=O)Nc3ccccc3)=C(C)N=c3s/c(=C/c4cccc(OCC(=O)O)c4)c(=O)n32)cc1 (stereo not drawn)	i	-4	i	i	i	i	i	i	i	i	i
Nc1cc(N)nc(SCc2cccnc2)n1	i	-9	i	i	i	i	i	i	i	i	i
COc1ccccc1N1CCN(C(=O)c2cc(-c3ccccc3)on2)CC1	i	-6	i	i	i	i	i	i	i	i	i
COc1ccc(-c2c(C)oc3c(CN4CCCCC4C)c(O)ccc3c2=O)cc1 (stereo not drawn)	i	-3	i	i	i	i	i	i	i	i	i
CCNc1nc(NCC)nc(SCCOC(=O)c2ccccc2)n1	42*	-16	i	i	i	i	i	i	i	i	i
CNC(=S)N/N=C/c1cc(C)ccc1C	i	-9	i	i	i	i	i	i	i	i	i
CN(C)CCNC(=O)Cc1ccc([N+](=O)[O-])cc1	i	-2	i	i	i	i	i	i	i	i	i

2 consecutive records from above:
SMILES	MrgX1 agonist	hERG protect	KCNQ1 inh	KCNK3 block	KCNQ1 pot	RGS4 pot	KCNK9 block	TMEM16A inh	TMEM16A act	RGS4 block	MrgX1 PAM
Cc1c(C(=O)N2CC(C)OC(C)C2)sc2nc(-c3ccccc3)cn12 (stereo not drawn)	i	-14	i	.	i	i	i	i	.	i	i
CCC(=O)Nc1ccc(C(=O)NCc2ccccn2)cc1	i	-8	i	i	i	i	i	i	i	i	i

(more compounds)
SMILES	MrgX1 agonist	hERG protect	KCNQ1 inh	KCNK3 block	KCNQ1 pot	RGS4 pot	KCNK9 block	TMEM16A inh	TMEM16A act	RGS4 block	MrgX1 PAM
CCc1ccccc1Nc1nn2c(=O)c3ccc(C(=O)NCc4ccccn4)cc3nc2s1	i	-7	i	i	i	i	i	i	i	i	i
CCOc1ccc(S(=O)(=O)NCCCN2CCOCC2)c2ccccc12	i	0	i	i	i	i	i	i	i	i	i
CCOc1ccccc1Nc1nnc(SCC(=O)Nc2cc(C)on2)s1	i	-12	i	i	i	i	i	i	i	i	i
CC(=O)c1cnc2nc(C)nn2c1C	i	-5	i	i	i	i	i	i	i	i	i
N/C(=N\OC(=O)c1ccncc1)c1cccc([N+](=O)[O-])c1	i	-12	i	i	i	i	i	i	i	i	i
COc1ccc(Cl)cc1NC(=O)CSc1ncnc2c1oc1ccccc12	i	-1	i	i	i	i	i	i	i	i	i
CC(=O)c1c(C)[nH]c(C(=O)Nc2nc(C)cs2)c1C	i	-19	i	i	i	i	i	i	i	i	i
COc1cc(C(=O)Nc2cc(C(F)(F)F)ccc2Cl)cc(OC)c1OC	i	-7	i	i	i	i	i	i	i	i	i
CC(=O)Nc1ccc(S(=O)(=O)N(C)S(=O)(=O)c2ccc(F)cc2)cc1	i	-14	i	i	i	i	i	i	i	i	i
NCCCC[C@H]1CNC(=S)N1CCc1cc(C(F)(F)F)cc(C(F)(F)F)c1	i	-6	i	i	i	i	i	i	i	i	i
O=C(O)Cc1sc(N/N=C\c2ccncc2)nc1-c1ccccc1	i	-6	i	i	i	i	-11*	i	i	i	i
CC(=O)c1ccc([C@H]2C[C@@]34CN(C(=O)OC(C)(C)C)S(=O)(=O)[C@H]3C[C@H]2O4)cc1	i	-6	i	i	i	i	i	i	i	i	i
CCNC(=O)N1CCN(CCCC(c2ccc(F)cc2)c2ccc(F)cc2)CC1	i	.	.	i	.	.	.	i	i	.	i
CN1CCN(S(=O)(=O)c2ccc(Oc3ccc(Br)cc3F)nc2)CC1	i	-14	i	i	i	i	i	i	i	i	i
N=c1c2c(n(Cc3ccc([N+](=O)[O-])cc3)c3c1CCC3)CCCC2	i	-27	i	i	i	i	i	i	i	i	i
O=C(COC(=O)c1ccccc1C(=O)c1ccc(Cl)cc1)NC(c1ccccc1)c1ccccc1	i	-5	i	i	i	i	i	i	i	i	i
